# Bioassay records as filed in PubChem.
# LYPLA1 counter = counter-screen for PME1 inhibitors: inhibitors of human LYPLA1 | AID 2174 | hit rate 0.16% among 320,000 | inhibition, % at 5.9 µM | recombinant LYPLA1, FP-Rh probe fluorescence polarization | O75608;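 active = inhibition above the mean of all tested compounds plus 3 SD, set per campaign, cut at about 14% in these data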;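 also: inhibitors block serine hydrolase probe labeling of LYPLA1 so polarization falls; 0% = enzyme with DMSO and 100% = wells lacking LYPLA1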
# PREPL inh = human PREPL enzyme inhibition | Q4J6C6 | recombinant PREPL, fluorescence polarization activity-based probe | inhibition, % at 5.96 µM | hit rate 0.68% among 320,000 | AID 2751; in the data active = inhibition above about 43%;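 also: 0% = enzyme with DMSO and 100% = wells lacking enzyme; many of its hits are not listed in these tables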
# PAFAH2 inh = inhibitors of human PAFAH2. inhibition, % at 3.39 µM. Q99487. AID 492956. hit rate 0.99% among 340,000. recombinant PAFAH2, FP-rhodamine activity probe, fluorescence polarization;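 active = inhibition above the mean over all tested compounds plus 3 SD, cut at about 30% in these data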;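 also: inhibitors block probe labeling of enzyme so polarization drops; 0% = enzyme with DMSO and 100% = wells lacking PAFAH2 protein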
# PAFAH1B2 FP inh = inhibitors of human PAFAH1B2 | recombinant PAFAH1B2, FP-rhodamine activity probe, fluorescence polarization | P68402 | hit rate 1.2% among 340,000 | AID 492953 | inhibition, % at 3.39 µM;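 active = inhibition above the mean of all tested compounds plus 3 SD, cut at about 24% in these data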;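 also: 0% = enzyme with DMSO and 100% = wells lacking PAFAH1B2; many of its hits are not listed in these tables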
# Target sequence (P68402 whole entry, looked up): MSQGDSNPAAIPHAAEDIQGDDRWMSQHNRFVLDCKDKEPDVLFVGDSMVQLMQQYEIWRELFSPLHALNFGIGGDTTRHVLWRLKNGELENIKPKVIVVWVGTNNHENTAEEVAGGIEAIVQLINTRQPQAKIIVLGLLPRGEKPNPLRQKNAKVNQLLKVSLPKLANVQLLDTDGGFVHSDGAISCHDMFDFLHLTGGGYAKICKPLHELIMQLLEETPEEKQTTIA
# ZTA DNA inh = ZTA (EBV) inhibition in EBNA-1 counter-screen. P03206. ZTA-DNA binding, fluorescence polarization. inhibition, % at 11 µM. hit rate 0.15% among 320,000; in the data active = inhibition above about 33%
# PAFAH1B3 FP inh = inhibitors of human PAFAH1B3; Q15102; inhibition, % at 3.39 µM; hit rate 0.28% among 340,000; recombinant PAFAH1B3, FP-rhodamine probe, fluorescence polarization;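 active = inhibition above the screen-wide average of all tested compounds plus 3 SD, cut at about 25% in these data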;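 also: 0% = enzyme with DMSO only and 100% = wells lacking PAFAH1B3 protein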
# LYPLA2 inh = LYPLA2 (human) inhibition in PME1 counter-screen; AID 2177; hit rate 0.38% among 320,000; recombinant LYPLA2, FP-Rh probe fluorescence polarization; O95372; inhibition, % at 5.9 µM;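 active = inhibition above the screen-wide mean plus 3 SD, limit set per campaign, cut at about 26% in these data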;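 also: 0% = LYPLA2 with DMSO and 100% = wells lacking LYPLA2 enzyme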
# Target sequence (O95372 whole entry, looked up): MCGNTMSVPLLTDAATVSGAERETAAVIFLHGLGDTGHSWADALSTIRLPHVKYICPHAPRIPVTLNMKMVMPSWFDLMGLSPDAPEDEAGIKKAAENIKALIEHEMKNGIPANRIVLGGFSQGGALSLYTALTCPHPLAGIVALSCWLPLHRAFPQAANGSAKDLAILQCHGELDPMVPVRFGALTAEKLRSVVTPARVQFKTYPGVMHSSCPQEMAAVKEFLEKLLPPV
# EBNA-1 inhibitor = blocks EBNA-1 binding to DNA. EBNA-1 DNA binding, fluorescence polarization. inhibition, % at 14.8 µM. hit rate 0.34% among 300,000. AID 1950; in the data active = inhibition above about 28%
# pPAFAH FP inh = pPAFAH (human) enzyme inhibition. recombinant pPAFAH, FP-rhodamine probe fluorescence polarization. inhibition, % at 3.39 µM. hit rate 1.5% among 330,000. AID 463082;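 active = inhibition above the mean inhibition across the screen plus 3 SD, cut at about 25% in these data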;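 also: inhibitors block binding of the rhodamine activity-based probe so polarization drops; 0% = enzyme with DMSO and 100% = wells lacking pPAFAH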
# Target sequence (Q13093 whole entry, looked up): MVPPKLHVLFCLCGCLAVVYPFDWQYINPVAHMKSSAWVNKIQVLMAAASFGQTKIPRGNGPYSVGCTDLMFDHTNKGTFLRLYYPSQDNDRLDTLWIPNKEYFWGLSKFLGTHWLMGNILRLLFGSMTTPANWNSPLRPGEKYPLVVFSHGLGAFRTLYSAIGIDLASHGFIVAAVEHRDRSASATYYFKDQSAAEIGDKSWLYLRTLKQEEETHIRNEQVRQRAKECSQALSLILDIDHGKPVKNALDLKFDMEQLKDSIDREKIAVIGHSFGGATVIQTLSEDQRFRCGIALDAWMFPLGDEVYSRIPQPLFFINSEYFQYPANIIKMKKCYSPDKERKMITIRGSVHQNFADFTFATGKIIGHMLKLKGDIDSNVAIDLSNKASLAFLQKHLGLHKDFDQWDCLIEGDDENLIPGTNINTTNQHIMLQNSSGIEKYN
# Starred values were filed as active, the others as inactive; x = not tested or not shown. These rows are one share of the data (hit frequency here may not be typical).
molecule	LYPLA1 counter	PREPL inh	PAFAH2 inh	PAFAH1B2 FP inh	ZTA DNA inh	PAFAH1B3 FP inh	LYPLA2 inh	EBNA-1 inhibitor	pPAFAH FP inh
O=C(CSc1nnc(NC2CCCCC2)s1)N1CCOCC1	1	14	-1	1	-18	-5	4	x	-1
CC(C)CNS(=O)(=O)c1ccc(OCC(=O)NCC2CCCO2)c(Cl)c1 (centres undefined)	2	0	3	1	5	2	3	6	8
O=S(=O)(c1ccccc1)n1c(C(O)c2ccccn2)cc2ccccc21 (centres undefined)	0	-12	-9	2	-8	-5	5	0	-1
COC(=O)c1nc(NC2=NCCCCC2)n[nH]1	-3	-1	-11	5	7	9	3	-4	2
CS(=O)(=O)N(CC(=O)N1CCN(c2cccc(Cl)c2)CC1)C1CCCCC1	5	22	2	4	-10	1	6	3	4
COc1ccc(C2C(C(=O)OC3CCCCC3)=C(C)Nc3nnnn32)c(OC)c1OC (centres undefined)	3	9	10	3	-4	2	12	1	2
Cc1ccc(NC(=S)N2CCC(NC(=O)c3ccccc3)CC2)cc1	-4	2	-2	0	-11	9	1	-2	5
CC(NS(=O)(=O)/C=C/c1ccccc1)c1ccccc1 (centres undefined)	-1	-2	2	8	3	1	17	7	1
Cc1cc(C)c2c(N)c(C(=O)Nc3ccccc3Cl)sc2n1	-2	6	x	x	21	x	4	2	7
CC(=O)c1c(C)[nH]c(C(=O)CSc2ncnc3sc(-c4ccccc4)cc23)c1C	-11	-30	-19	-9	6	-18	-15	-1	6
COc1ccc(OC)c2c(=O)cc(C(=O)O)[nH]c12	0	-3	x	x	-7	x	2	1	3
Cn1c(SCC(=O)N/N=C/c2ccco2)nc2ccccc21	-1	-11	6	-1	3	-1	6	3	2
Cc1ccc(F)cc1NC(=O)/C=C/c1ccc(S(=O)(=O)N2CCOCC2)cc1	x	7	-5	1	x	6	x	x	3
Cc1c(CCC(=O)O)c(=O)oc2cc3occ(-c4ccc(F)cc4)c3cc12	0	-22	1	6	7	12	3	16	11
O=C(O)c1ccc2c(c1)C(=O)N(N1C(=O)c3ccccc3C1=O)C2=O	0	1	7	-4	-7	12	2	-6	-3
c1ccc(CNc2ccc(CNc3ncn[nH]3)cc2)cc1	-4	12	-4	6	-4	5	4	-8	1
COc1ccc(-c2cc(C(=O)N(C)CC(=O)Nc3ccccc3Cl)c3ccccc3n2)cc1OC	-4	7	2	-3	-5	6	1	12	5
CN(Cc1nc2ccccc2c(=O)[nH]1)c1ccccc1	-5	10	1	9	-15	1	2	-1	0
Nc1nc(-c2ccc(-c3ccccc3)cc2)cs1	-22	21	3	4	11	4	-5	-5	-6
Cc1nc2nc(C)c(NS(=O)(=O)c3cccs3)c(=O)n2[nH]1	4	15	2	3	-2	2	-1	-10	-1

# Additional records follow.
molecule	LYPLA1 counter	PREPL inh	PAFAH2 inh	PAFAH1B2 FP inh	ZTA DNA inh	PAFAH1B3 FP inh	LYPLA2 inh	EBNA-1 inhibitor	pPAFAH FP inh
CN(C)CCNC(=O)c1cccc(NS(=O)(=O)c2ccc(Cl)c(Cl)c2)c1	5	-81	-2	-1	11	8	4	-6	-1
COC(=O)Cc1c(C(=O)OC)nnn1-c1ccc(OC(F)(F)F)cc1	-3	3	-2	0	-22	5	-4	2	5
CC(C)(C)OC(=O)NCCCCCc1nnc(SCc2cccc(F)c2)o1	3	8	2	2	3	0	13	3	9
COc1ccc(C(=O)NCC(=O)N2CCC(C)CC2)cc1OC	0	-6	5	4	8	0	-4	13	4
COc1ccc(OC)c(/C=N/NC(=O)CSc2nnc(C)n2-c2ccccc2)c1	-1	10	-6	-1	13	8	-8	-6	0
COc1ccccc1N1CCN(C(=O)CSc2ncccc2-c2nc3ccccc3[nH]2)CC1	0	-3	-11	-8	0	-11	-6	0	8
COc1cc(/C=C/C(=O)OCC(=O)NC2CC2)cc(OC)c1OC	x	19	9	-1	x	-1	x	x	0
O=C(Cc1cccs1)N/N=C/C=C\c1ccccc1[N+](=O)[O-]	-4	-7	x	x	-14	x	-6	-8	-2
O=C(NC(=S)Nc1ccc(S(=O)(=O)Nc2nccs2)cc1)c1ccc(F)cc1	-5	21	3	3	-16	5	3	1	7
CC(=O)Oc1ccc(C(=O)Nc2ccccc2C(=O)N2CCCC2)cc1	-2	2	-4	3	2	1	-4	-12	0
Cn1c(N)c(N=O)c(=O)n(C)c1=O	2	6	-1	6	-12	2	0	-17	5
CC(=O)Nc1ccc(NC(=O)C2CC(=O)Nc3ncnn32)cc1 (centres undefined)	-1	-2	6	7	3	1	1	4	2
O=c1cc(N2CCCCC2)[nH]c(=O)n1C1CCCCC1	-1	15	-1	-3	1	0	1	9	3
CCCS(=O)(=O)N1CCCC(C(=O)NCCCN(C)Cc2ccccc2)C1 (centres undefined)	1	7	2	3	-4	0	-7	-11	-8
COc1cc(C(O)P(=O)(OCCC(C)C)c2ccc(N(C)C)cc2)cc(OC)c1OC (centres undefined)	0	11	-9	8	-6	7	4	1	1
COc1cccc(CNC(=O)c2cc3oc4ccccc4c3n2C)c1OC	-3	4	-4	0	1	5	-7	32*	2
O=C(Nc1cc2c3c(c1)CC(=O)N3CCC2)c1c(F)cccc1F	2	1	5	0	-14	3	6	-19	3
CC(NC(=O)CCC(=O)c1ccccc1)c1ccc(F)cc1 (centres undefined)	-1	1	4	3	-2	1	0	5	0
CCn1cc(C(=O)NCc2ccco2)c2cc(OC)c(OC)cc2c1=O	-3	-3	-17	1	-9	11	0	6	5
Cc1ccc(C(=O)C(OC(=O)CNS(=O)(=O)c2ccccc2)c2ccccc2)cc1 (centres undefined)	-1	-9	13	9	2	2	-1	-8	11

# Next part
molecule	LYPLA1 counter	PREPL inh	PAFAH2 inh	PAFAH1B2 FP inh	ZTA DNA inh	PAFAH1B3 FP inh	LYPLA2 inh	EBNA-1 inhibitor	pPAFAH FP inh
Cc1ccccc1CSc1nnc(-c2cccnc2)n1N	3	-15	9	4	-12	7	0	-4	6
Cc1cccc(C(=O)OCC(=O)N2CC(C)OC(C)C2)c1C (centres undefined)	-5	10	-8	5	5	1	0	6	6
C#CCOC(=O)C[N+](C)(C)CC=C	1	-4	6	1	-14	-7	3	2	3
Cc1ccc(S(=O)(=O)Nc2nnc(CC(C)(C)C)s2)cc1	-2	-3	1	5	-7	3	1	4	0
CCCc1[nH]nc2c1C(c1c(C)nn(-c3ccccc3)c1Cl)C(C#N)=C(N)O2 (centres undefined)	-1	-8	2	7	9	14	-1	0	0
Cc1cccc(C(=O)NCC(c2cccs2)N2CCOCC2)c1 (centres undefined)	-3	-1	8	4	4	5	0	-5	6
CCn1cnnc1SCC(=O)Nc1ccccc1C(=O)NC1CC1	x	2	-6	6	x	11	x	x	2
O=C(Cn1nc(C(F)(F)F)c2c1CCCC2)NC1CCCC1	-2	7	3	7	-7	6	9	-3	3
CCOc1ccc(NC(=O)c2ccc(NC(=S)NC3CC3)cc2)cc1	0	2	7	-5	17	0	2	38*	1
COC(=O)c1ccc(N2CCS(=O)(=O)CC2)cc1	2	4	-2	3	3	-6	-3	-4	3
COc1ccc(C2=NCCn3nc4cc(C(F)(F)F)ccc4c32)cc1	-3	11	0	0	16	5	-4	4	13
NC(=O)CSc1ccc(S(=O)(=O)N2CCOCC2)cn1	4	0	4	1	5	3	-1	x	0
CCCCCC(=O)Nc1c2c(nc3ccccc13)CCC2	1	5	1	6	6	2	1	1	4
Cc1[nH]c2ccccc2c1C(=O)C(=O)N1CCN(c2ccccc2)CC1	1	-11	4	3	8	-2	1	3	0
COc1ccc(-c2noc(CNS(=O)(=O)c3ccc(NC(C)=O)cc3)n2)cc1OC	4	2	3	3	-4	7	7	-4	5
COc1ccc(C(=O)Nc2nc(C)cs2)cc1S(=O)(=O)N1CCCC1	-6	-7	5	-2	14	0	4	6	-4
CC(C)CN1C(=O)C(=O)N(CC(=O)NCc2ccc3c(c2)OCO3)C1=O	2	-14	2	-4	11	2	0	-10	1
Cc1ccc(C(=O)NCC(=O)Nc2ccc(C)c(S(=O)(=O)Nc3ccc(Cl)cc3)c2)s1	-11	-3	-8	-7	5	-8	-24	16	-9
Cc1ccc(S(=O)(=O)NNC(=O)c2sc(=S)n(C)c2C)cc1	6	2	-2	6	1	-1	5	-8	1
COc1ccc2oc(=O)c(C(=O)Nc3cccc(C)c3)cc2c1	0	1	-1	5	1	9	4	-1	3

# Next structures.
molecule	LYPLA1 counter	PREPL inh	PAFAH2 inh	PAFAH1B2 FP inh	ZTA DNA inh	PAFAH1B3 FP inh	LYPLA2 inh	EBNA-1 inhibitor	pPAFAH FP inh
CC(Cc1ccccc1)NC(=O)CCCN1C(=O)c2ccccc2C1=O (centres undefined)	3	0	-2	3	-13	-3	-3	-4	7
COc1ccc(NC(=O)/C(=C\c2ccc(F)cc2)NC(=O)c2ccco2)cc1	-1	4	-1	10	-7	11	3	9	7
Cc1ccccc1N1CCN(Cc2nc(Cc3ccccc3F)no2)CC1	2	-28	-2	7	-11	6	1	-7	4
O=C(Nc1ccc(Cl)c(Cl)c1)N(CCCN1CCOCC1)Cc1cccs1	-3	1	-14	0	0	7	4	3	3
COCCC(=O)N1CCC(Oc2ccc(C(=O)NC3CCOC(C)(C)C3)cc2)CC1 (centres undefined)	2	8	5	5	1	-2	6	-13	6
O=C(Nc1ccc2c(c1)C(=O)NC2=O)c1cccc(Cl)c1	-3	-5	-2	4	2	1	-4	-1	3
O=C1c2cccc(O)c2C(=O)c2c(O)cccc21	7	12	x	x	12	x	0	9	14
Cn1nnnc1SCC(=O)NNC(=O)c1ccc(Br)cc1	1	0	14	-1	9	7	-4	13	3
CNC(=S)NNC(=O)c1cccn(Cc2ccc(Cl)cc2Cl)c1=O	-1	11	x	x	7	x	2	-2	2
Cc1ccc(-c2nc(SCC(=O)c3c(N)n(C)c(=O)n(C)c3=O)n[nH]2)cc1	2	16	4	-1	1	-5	-3	-1	3
CN(C)CCNC(=O)Cn1ccc2cc(S(=O)(=O)N3CCCCC3)ccc21	1	-3	3	-2	-13	-1	1	-4	1
O=C(Nc1cccnc1)c1cc([N+](=O)[O-])ccc1Cl	-1	16	3	1	-2	0	5	-3	-2
CC1CCC(NC(=O)CCS(=O)(=O)c2ccc3c(c2)oc(=O)n3C)CC1 (centres undefined)	-4	6	1	2	8	0	7	10	1
CCOC(=O)c1cnc2c(OC)cccc2c1Nc1ccc2c(c1)OCCO2	-3	23	6	2	0	4	-8	0	8
CCc1cccc(NC(=O)CC2SC(N3CCCC3)=NC2=O)c1 (centres undefined)	x	7	7	4	x	7	x	x	3
COc1ccccc1NC(=S)NCc1cccs1	3	5	3	4	0	10	-6	-4	6
Cc1cc(=O)[nH]c(SC/C=C/c2ccccc2)n1	-1	3	3	0	1	4	2	-8	0
CCc1nonc1NC(=O)c1oc2ccc(Br)cc2c1C	0	-9	-5	3	-8	3	-5	0	4
Cc1ccc2cc(CCNC(=O)C3CCCC3)c(=O)[nH]c2c1	-2	-5	3	3	0	4	1	-2	4
CCCCOc1ccc(Cc2cnc(N)nc2N)cc1	-3	6	-7	-2	5	-5	-9	-9	1
CCN(C(=O)COc1ncnc2scc(-c3ccc(F)cc3)c12)C1CCS(=O)(=O)C1 (centres undefined)	1	0	4	0	-1	2	-7	-4	3
COc1ccc(N2CCN(C(=O)c3oc4ccccc4c3NC(=O)Cc3cccc(OC)c3)CC2)cc1	-3	10	4	1	4	-1	-1	5	21
